Shn3 3UTR inh: reduction of Shn3 3'UTR firefly luciferase signal, primary screen, Schnurri-3 inhibitor project, cell-based, Clone20 osteoblasts, set 2 | 360,000 compounds, 0.52% hits | inhibition, % at 12.5 µM | Clone20 osteoblast Shn3 3'UTR firefly luciferase, 24 h;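 active means mean inhibition of at least 75% with every replicate also reaching 75%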;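 further: 0% = median of neutral control wells and 100% = pilot-screen positive control compound; some compounds past the cut are filed as inactive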
HIF-2a block: HIF-2a reporter inhibitors, primary screen, luminescence, 786-0 RCC cells | inhibition, % at 18.8 µM | AID 624352, 2012 | 786-0 RCC cells HIF-2a reporter, luciferase luminescence, overnight | 360,000 compounds, 0.72% hits;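 active means inhibition of the luminescence signal of 40% or more relative to plate controls, in a single-dose primary screen at 18.75 µM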
Peg3 prom inh: Peg3 promoter-driven luciferase inhibitors, primary screen, cell-based, HeLa, luciferase luminescence; HeLa PEG-Prom luciferase reporter, overnight; inhibition, % at 20 µM; 360,000 compounds, 1.7% hits; AID 588405, 2011;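 active means inhibition of at least 50% at 20 µM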
MITF TRPM1 inh: inhibitors of MITF-dependent TRPM1 promoter reporter, primary screen, cell-based, SK-MEL-5, single point, luciferase; SK-MEL-5 TRPM1 promoter luciferase, 24 h; inhibition, % at 12.5 µM; 330,000 compounds, 0.83% hits; AID 488899, 2010;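 active means mean inhibition across replicates of 60% or more, whatever share of single replicates reaches that level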; further: values of inactives mirror those of a sister screen read the other way
NR2E3 ag-1: NR2E3 agonists in two-hybrid cells, primary screen, cell-based, luminescence, CHO-S, Gal4-NCOR/VP16-NR2E3; Photoreceptor-specific nuclear receptor (Homo sapiens), Q9Y5X4; 360,000 compounds, 0.35% hits; luciferase; inhibition of corepressor binding, % at 3.98 µM; AID 602229, 2012;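 active means inhibition above the mean of all tested compounds plus 3 SD, cut at about 70% in these data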;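 further: 0% = DMSO with NR2E3 transfected cells and 100% = cells lacking NR2E3 construct; higher means lower luciferase signal from less NR2E3 corepressor binding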
Target sequence (Q9Y5X4 whole entry, looked up, the tested form may be a part): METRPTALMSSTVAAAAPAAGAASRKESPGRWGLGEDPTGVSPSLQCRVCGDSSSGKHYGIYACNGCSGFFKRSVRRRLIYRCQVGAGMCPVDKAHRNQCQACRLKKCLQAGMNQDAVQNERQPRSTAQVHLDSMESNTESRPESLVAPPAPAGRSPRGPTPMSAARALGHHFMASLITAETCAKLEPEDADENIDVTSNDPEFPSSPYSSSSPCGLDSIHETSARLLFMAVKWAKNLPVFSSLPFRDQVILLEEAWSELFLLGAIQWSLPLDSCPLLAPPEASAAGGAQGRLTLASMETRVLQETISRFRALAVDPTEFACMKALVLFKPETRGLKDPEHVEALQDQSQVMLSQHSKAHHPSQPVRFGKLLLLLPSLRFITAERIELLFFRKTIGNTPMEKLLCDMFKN
Vif inh: HIV Vif self-association inhibitors, primary screen, imaging, HEK293T, single point | HEK293T cells, Vif self-association by quenched fluorescence, 24 h | inhibition, % at 7.49 µM | 340,000 compounds, 0.35% hits; in the data active means inhibition above about 50%, passing the limit was not always enough; further: some results filed as inactive read as strong as hits
KKLEB tox: cytotoxicity in KKLEB CF airway cells, primary screen, cytotoxicity control for CF NF-kB inhibitor project, cell-based, uHTS, fluorescence assay plates | KKLEB CF airway cells viability, ATPlite luminescence, overnight; hits give low values; cells stimulated with P. aeruginosa culture filtrate | activity change (cytotoxicity), % at 5 µM | 360,000 compounds, 0.36% hits;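 active means corrected activity change at or below -50% at 5 µM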
PDI turbidity: inhibitors of human PDI, primary screen, biochemical, turbidity, single point, plate reader; PDI insulin aggregation turbidity, A650, 90 min; inhibition, % at 10 µM; 350,000 compounds, 0.052% hits;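 active means mean inhibition across replicates of 30% or more, whatever share of single replicates reach that level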;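 further: absorbance from insulin aggregation driven by PDI reduction with DTT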
Target sequence (P07237 whole entry, looked up): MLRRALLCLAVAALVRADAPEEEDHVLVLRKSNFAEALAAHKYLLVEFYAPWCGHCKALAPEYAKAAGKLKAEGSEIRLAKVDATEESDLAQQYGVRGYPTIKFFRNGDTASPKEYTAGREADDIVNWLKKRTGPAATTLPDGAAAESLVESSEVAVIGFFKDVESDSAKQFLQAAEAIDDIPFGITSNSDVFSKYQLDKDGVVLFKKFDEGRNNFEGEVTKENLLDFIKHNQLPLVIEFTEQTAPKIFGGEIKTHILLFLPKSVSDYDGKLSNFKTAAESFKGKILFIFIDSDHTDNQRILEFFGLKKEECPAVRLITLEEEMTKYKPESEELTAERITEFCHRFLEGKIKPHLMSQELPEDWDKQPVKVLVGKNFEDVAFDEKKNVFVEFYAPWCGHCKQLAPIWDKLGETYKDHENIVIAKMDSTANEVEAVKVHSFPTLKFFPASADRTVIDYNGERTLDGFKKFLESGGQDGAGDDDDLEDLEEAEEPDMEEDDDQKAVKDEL
NR2E3 ag-2: inhibitors of NR2E3-RetCOR corepressor binding, primary screen, NR2E3 agonist project, biochemical, TR-FRET, GST-NR2E3, biotin-RetCOR | AID 2300, 2010 | inhibition of corepressor binding, % at 4.78 µM | Photoreceptor-specific nuclear receptor (Homo sapiens), Q9Y5X4 | 320,000 compounds, 0.12% hits | 1536-well;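 active means percent inhibition above the cutoff of mean plus 3 SD of all tested compounds, set per screening campaign, cut at about 20% in these data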;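 further: 0% = DMSO wells and 100% = biotin wells as full block of FRET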
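System: GST-tagged NR2E3 plus biotinylated RetCOR corepressor; Buffer or medium: pH 7.5 Tris-based buffer; Probe or stimulus: RetCOR corepressor, biotinylated, 7 nM; Doses: compound at 4.8 µM, single dose; Schedule: 5 h incubation at 4 °C; Technique: time-resolved FRET; Evaluation: percent inhibition of TR-FRET ratio; Replication: one well per compound, singlicate testing.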
CF NFkB block: inhibitors of PAF-induced NF-kB signaling, primary screen, cell-based, GFP fluorescence, uHTS; KKLEB NF-kB-GFP reporter, GFP fluorescence overnight; inhibition, % at 5 µM; 360,000 compounds, 0.86% hits;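 active means at least 50% inhibition at 5 µM, scaled per plate between neutral and stimulator controls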;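 further: PAF is a Pseudomonas aeruginosa culture filtrate used as stimulus; plate controls were PAF-stimulated DMSO wells for no effect and unstimulated DMSO wells for full effect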
CaV13 FRET inh: Primary screen for inhibitors of IQ motif and Ca2+-dependent inactivation inhibitor domain binding in CACNA1D, Förster resonance energy transfer in living cells, …; HEK cells, CFP/YFP FRET ICDI-IQ, plate reader, 10 min; percent FRET-ratio fall versus neutral wells; inhibition, % at 12.3 µM; 340,000 compounds, 0.098% hits; AID 743397;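 active means mean replicate inhibition of at least 30% and at least 1% of replicates passing that level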;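 further: 0% = median of the neutral control wells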
An asterisk follows results filed as active; · = no result given.

SMILES	Shn3 3UTR inh	HIF-2a block	Peg3 prom inh	MITF TRPM1 inh	NR2E3 ag-1	Vif inh	KKLEB tox	PDI turbidity	NR2E3 ag-2	CF NFkB block	CaV13 FRET inh
Cc1cccc(N2CCN(C(=O)C3CCC(CNS(=O)(=O)c4cccs4)CC3)CC2)c1C (stereo not drawn)	63.2	16.7	27.9	1.7	48.5	-5.7	0.5	-0.5	6.2	5.8	-3.9
CNC(=S)N/N=C/c1ccc(C(C)C)cc1	-36.0	-235.1	-200.3	-52.3	-74.6	·	11.5	-6.2	2.9	-6.7	·
O=C(Cc1cccs1)Nc1nnc(C2CC2)s1	-31.0	1.7	9.7	-9.4	-13.8	-2.1	-1.8	-1.6	3.3	1.3	-0.6
CC(OC(=O)c1ccc(F)c(S(=O)(=O)N2CCOCC2)c1)C(=O)NC1CCCC1 (stereo not drawn)	-3.3	8.0	2.7	4.7	9.4	3.7	1.7	-1.4	·	-12.1	-5.4
Cc1ccc(-n2cc(-c3ccccc3)[nH]c2=O)cc1F	-69.0	-178.8	-234.8	-110.3	-97.7	2.7	6.8	3.6	-0.2	1.7	-1.2
CC12CN3CC(C)(CN(C1)C3c1ccccc1Cl)C2O (stereo not drawn)	8.9	4.9	-9.2	-7.5	-6.6	-4.1	-9.0	2.4	0.2	4.1	·
Cc1onc(-c2ccccc2Cl)c1C(=O)N/N=C(\N)COc1ccc(Cl)cc1	28.5	21.9	39.2	15.9	7.9	2.2	-13.2	8.5	-0.8	-3.7	-3.7
COc1ccc(-c2cn3cccnc3n2)cc1NC(=O)c1cccs1	-0.3	-8.0	-8.1	-6.2	17.0	-8.1	-0.5	7.8	1.7	-28.8	-6.3
O=C(NCc1ccccc1CN1CCCC1)c1cccc(S(=O)(=O)N2CCCC2)c1	-3.7	9.2	5.8	-4.6	39.4	-1.3	2.5	0.0	1.9	8.0	-1.6
CCc1ccc2oc(C(=O)NCc3ccncc3)c(C)c2c1	37.2	-101.3	-58.6	-17.9	47.0	-10.2	7.9	2.8	-2.6	-3.8	-3.9
Cc1ccnc(Nc2nc3ccccc3s2)n1	-19.8	-168.8	-178.6	1.2	-131.2	1.8	3.2	15.8	0.4	-34.4	-1.9
CC(C)(C)S(=O)(=O)N1Cc2cc(CO)cc(CCO)c2[C@@H]1CCO	-17.4	4.5	-2.7	-11.4	-55.1	·	7.9	-2.6	·	-5.9	-9.8
O=c1[nH]c(=O)n(Cc2ccccc2)c2c1CCC2	-8.4	8.7	4.1	0.3	3.9	-17.4	-3.8	-3.4	3.9	11.2	-7.7
COc1ccc(-c2cc(C(=O)Nc3cc(C)on3)no2)cc1	-42.0	-28.3	-50.4	-80.3	·	-4.7	-8.0	0.0	1.9	3.9	2.2
CC1CCCN(C(=O)c2ccc(NS(=O)(=O)c3ccc4[nH]c(=O)[nH]c4c3)cc2)C1 (stereo not drawn)	-4.1	-2.8	5.3	-1.8	-10.9	9.6	8.1	2.2	1.3	0.5	-6.1
C=CCNC(=O)/C(C#N)=C/c1c(C)nn(-c2ccccc2)c1Cl	-5.7	10.1	0.5	-3.4	15.9	-2.1	3.5	-5.3	1.7	-7.9	-4.2
c1csc(C(c2nnnn2C2CCCC2)N2CCCC3(CCCCC3)C2)c1 (stereo not drawn)	5.5	11.3	12.1	1.5	-23.6	-11.8	0.2	5.5	-0.8	5.0	-0.5
CCn1cc(C(=O)NCCC(=O)NCCCO)c(=O)c2cc3c(cc21)OCO3	4.3	12.1	3.8	7.5	-1.0	2.6	9.0	-4.5	2.5	-13.3	-3.0
CC(OC(=O)Cc1c[nH]c2ccccc12)C(=O)Nc1ccccc1F (stereo not drawn)	-19.6	7.8	3.5	14.8	-16.3	-13.7	16.9	0.4	-0.6	7.5	-2.3
CCCNC(=O)C1CCN(c2cc(-c3ccccc3)nc3ncnn23)CC1	4.9	18.8	13.3	16.4	9.9	2.5	11.3	1.1	0.8	-6.1	11.4
O=[N+]([O-])c1ccccc1C(O)Cc1ccccn1 (stereo not drawn)	-26.3	-5.0	-12.5	-5.9	-1.2	2.0	-17.6	-4.8	·	6.1	-6.5
O=C(CSc1nc(O)cc(=O)n1-c1ccc(Cl)c(Cl)c1)Nc1ccc(Cl)cc1Cl	7.1	21.7	13.4	4.5	-25.8	-4.2	11.3	3.6	2.7	-31.4	-5.9
CCc1c(C(=O)NCCc2ccc(OC)c(OC)c2)[nH]c(C)c1C(C)=O	9.9	17.5	2.2	5.1	-4.7	-12.4	-3.0	16.7	2.6	6.5	-7.9
Cc1cc([N+](=O)[O-])nn1Cn1nc([N+](=O)[O-])cc1C	4.9	16.1	5.4	-2.0	-27.0	13.6	8.0	2.6	3.4	-11.7	-3.9
Cc1ccc(C(=O)NCCCNC(=O)c2ccco2)cc1C	-1.8	3.5	1.8	-0.2	-9.8	-13.8	1.1	-0.4	4.7	8.9	-2.8

Compounds shown so far containing fluorine, in the order listed:
SMILES	Shn3 3UTR inh	HIF-2a block	Peg3 prom inh	MITF TRPM1 inh	NR2E3 ag-1	Vif inh	KKLEB tox	PDI turbidity	NR2E3 ag-2	CF NFkB block	CaV13 FRET inh
CC(OC(=O)c1ccc(F)c(S(=O)(=O)N2CCOCC2)c1)C(=O)NC1CCCC1 (stereo not drawn)	-3.3	8.0	2.7	4.7	9.4	3.7	1.7	-1.4	·	-12.1	-5.4
Cc1ccc(-n2cc(-c3ccccc3)[nH]c2=O)cc1F	-69.0	-178.8	-234.8	-110.3	-97.7	2.7	6.8	3.6	-0.2	1.7	-1.2
CC(OC(=O)Cc1c[nH]c2ccccc12)C(=O)Nc1ccccc1F (stereo not drawn)	-19.6	7.8	3.5	14.8	-16.3	-13.7	16.9	0.4	-0.6	7.5	-2.3

Other compounds follow.
SMILES	Shn3 3UTR inh	HIF-2a block	Peg3 prom inh	MITF TRPM1 inh	NR2E3 ag-1	Vif inh	KKLEB tox	PDI turbidity	NR2E3 ag-2	CF NFkB block	CaV13 FRET inh
C[C@H](CO)N1C[C@H](C)[C@H](CN(C)C(=O)Cc2ccccc2)OCc2cnnn2CCCC1=O	3.7	13.9	-8.9	·	-17.2	-0.3	5.2	-7.0	·	1.9	-1.3
CCN1C(=O)CC(N2CCN(c3ccc(C(=O)c4ccccc4)cc3)CC2)C1=O (stereo not drawn)	-2.1	-144.8	-112.2	-48.3	-82.6	-3.3	-3.4	-5.1	0.2	4.1	-3.9
CC(C)Cc1nnc(NC(=O)c2ccc3c(=O)n4c(nc3c2)CCC4)s1	3.8	-6.3	-0.1	-4.2	-4.9	22.6	-10.4	-3.7	3.1	10.6	-3.2
COC(=O)c1ccc(NC(=O)c2ccccc2-c2ccccc2C(=O)O)cc1	12.7	17.4	12.3	1.2	-17.0	-1.7	5.8	-4.4	-3.0	-6.8	-2.3
Cc1cc(C(=O)OCC(=O)NC2CCCC(C)C2C)c(C)o1 (stereo not drawn)	7.7	-0.8	-5.1	2.5	14.8	9.6	-31.6	13.5	·	22.2	-2.6
Cc1onc(-c2ccccc2Cl)c1C(=O)OCC(=O)Nc1cccc(S(=O)(=O)N(C)C)c1	20.4	19.3	19.8	6.5	-4.0	-14.5	-9.7	1.6	-0.6	17.6	-1.6
CCCN(CCC)C(=O)CP(=O)(c1ccccc1)c1ccccc1	-17.4	-6.5	7.0	10.4	-7.0	-13.7	-3.7	14.8	1.2	15.7	-5.2
CCOc1ccc(CN(C(=O)c2cc3ccccc3oc2=O)C2CCS(=O)(=O)C2)cc1 (stereo not drawn)	-25.6	-172.5	-181.2	-38.1	-0.6	11.6	-19.8	1.7	1.7	-15.2	-5.0
O=S(=O)(c1ccc(F)cc1)N1CCN(CC(O)COCC2CCCO2)CC1 (stereo not drawn)	-11.8	14.1	11.9	4.3	5.4	11.2	8.4	-2.3	·	-2.9	-6.3
CC(C)(C)c1cc(NC(=O)c2ccc(OC3CCCC3)cc2)no1	6.8	-61.5	-62.0	-29.7	-19.7	-9.1	4.0	-13.7	1.6	3.1	-4.6
CCOC(=O)C(Sc1ncn[nH]1)c1ccccc1 (stereo not drawn)	9.4	0.8	5.3	-0.2	-5.2	26.9	4.3	-5.4	-0.1	-11.4	-3.6
CCC(C)/C(C)=N/NC(=O)CSc1nc2ccccc2[nH]1 (stereo not drawn)	-3.2	21.3	4.2	9.0	-26.0	6.5	9.0	-0.6	-4.0	11.2	-15.0
CC12CN(C(=O)c3ccccc3Br)CC(C)(CN(C(=O)c3ccccc3Br)C1)C2=O	3.0	25.1	-3.8	15.5	5.6	-3.9	1.5	-0.7	-3.3	3.9	-4.7
COc1cc(-c2ncc3ccccn23)cc(OC)c1OC	6.9	10.5	-1.7	0.1	0.8	-1.8	18.1	-10.6	-0.7	-12.7	·
COc1ccc(CC2(CO)CCN(C(=O)NCc3ccccc3)CC2)cc1	1.2	12.9	1.2	-5.6	-6.7	-2.7	8.2	1.1	6.2	-15.2	-7.0
COc1ccc(Nc2nc(Cl)nc(Nc3ccc(OC)cc3OC)n2)c(OC)c1	-15.9	12.1	14.6	0.1	-4.9	-3.0	-5.6	6.6	-0.1	-10.7	-50.4
Cc1ccccc1OCC(=O)N(Cc1nnc(-c2ccc(Cl)cc2)o1)C(C)C	14.7	-29.3	-5.6	0.3	1.2	-0.2	-16.1	5.4	1.3	19.5	-5.6
CCOC(=O)C1CCN(C(=O)c2oc3ccc4c(c3c2C)C(O)CC2(CCCCC2)O4)CC1 (stereo not drawn)	32.5	-9.9	-1.5	17.1	-48.6	-4.1	-11.1	8.9	-3.0	4.8	-2.9
CCNC(=S)N1CCN(CCN=CC2=C(O)CC(c3cccs3)CC2=O)CC1 (stereo not drawn)	0.4	-3.7	8.2	6.8	-0.4	-1.5	-12.6	-6.4	0.9	10.5	·
COc1ccc(NC(=O)CSc2nc3c(sc4ccccc43)c(=O)n2CCCN2CCCC2)cc1	-4.6	-18.1	69.1*	82.6*	-46.4	-2.5	-6.5	-3.3	-0.4	-3.0	·
C=CCc1c(OC(C)=O)c2ccccc2n(C)c1=O	6.9	15.1	12.5	12.6	-25.1	-0.2	8.3	8.4	4.0	12.3	-4.9
Cc1sc(NC(=O)c2ccco2)c(CN2CCN(Cc3ccccc3)CC2)c1C	27.8	-32.9	19.7	4.1	-17.0	-11.8	2.1	-4.5	2.9	10.6	-6.1
CCOc1ncccc1C(=O)N(CC)CC(=O)NCc1ccc(F)cc1	5.1	21.1	13.5	3.1	-13.1	-9.2	-14.1	-0.9	-1.4	-7.1	-2.6

Bioassay records: PubChem, several laboratories
